Screening results (PubChem)
Shn3 3UTR inh – reduction of Shn3 3'UTR firefly luciferase signal, primary screen, Schnurri-3 inhibitor project, cell-based, Clone20 osteoblasts, set 2 | Clone20 osteoblast Shn3 3'UTR firefly luciferase, 24 h | inhibition, % at 12.5 µM | hit rate 0.52% among 360,000 | AID 588674, 2011;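 active = mean inhibition of at least 75% with every replicate also reaching 75%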;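 note: 0% = median of neutral control wells and 100% = pilot-screen positive control compound; some compounds past the cut are filed as inactive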
MITF TRPM1 inh – inhibitors of MITF-dependent TRPM1 promoter reporter, primary screen, cell-based, SK-MEL-5, single point, luciferase. inhibition, % at 12.5 µM. SK-MEL-5 TRPM1 promoter luciferase, 24 h. AID 488899, 2010. hit rate 0.83% among 330,000;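 active = mean inhibition across replicates of 60% or more, whatever share of single replicates reaches that level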; note: values of inactives mirror those of a sister screen read the other way
NR2E3 ag-1 – inhibitors of NR2E3-RetCOR corepressor binding, primary screen, NR2E3 agonist project, biochemical, TR-FRET, GST-NR2E3, biotin-RetCOR. 1536-well. inhibition of corepressor binding, % at 4.78 µM. hit rate 0.12% among 320,000. AID 2300, 2010;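 active = percent inhibition above the cutoff of mean plus 3 SD of all tested compounds, set per screening campaign, cut at about 20% in these data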;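 note: 0% = DMSO wells and 100% = biotin wells as full block of FRET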
Target sequence (Q9Y5X4 whole entry, looked up): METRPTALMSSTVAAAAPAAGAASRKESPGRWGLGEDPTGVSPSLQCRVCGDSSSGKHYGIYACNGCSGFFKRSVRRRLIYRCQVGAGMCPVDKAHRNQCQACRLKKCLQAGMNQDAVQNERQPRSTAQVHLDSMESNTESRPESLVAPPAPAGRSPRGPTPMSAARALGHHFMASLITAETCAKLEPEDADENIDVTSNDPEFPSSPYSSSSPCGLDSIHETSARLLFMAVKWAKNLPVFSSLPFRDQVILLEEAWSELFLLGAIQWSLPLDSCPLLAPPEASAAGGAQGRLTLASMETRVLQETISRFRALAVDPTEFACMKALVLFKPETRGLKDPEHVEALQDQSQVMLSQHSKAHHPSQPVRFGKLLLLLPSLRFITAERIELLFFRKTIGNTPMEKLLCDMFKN
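Material: NR2E3–RetCOR corepressor complex | Quantity: 1.35 nM GST-tagged NR2E3 final | Schedule: 5 h at 4 °C | Replication: Singlicate compound wells | Reagent: RetCOR corepressor, biotinylated, 7 nM | Controls: Biotin wells as high control, 0.6% DMSO wells as low control | Signal: TR-FRET, Eu(K)-anti-GST donor, streptavidin-D2 acceptor, ex 340, em 617/671 nm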
NR2E3 ag-2 – NR2E3 agonists in two-hybrid cells, primary screen, cell-based, luminescence, CHO-S, Gal4-NCOR/VP16-NR2E3 | luciferase | Photoreceptor-specific nuclear receptor (Homo sapiens), Q9Y5X4 | inhibition of corepressor binding, % at 3.98 µM | hit rate 0.35% among 360,000 | AID 602229, 2012;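 active = inhibition above the mean of all tested compounds plus 3 SD, cut at about 70% in these data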;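 note: 0% = DMSO with NR2E3 transfected cells and 100% = cells lacking NR2E3 construct; higher means lower luciferase signal from less NR2E3 corepressor binding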
HIF-2a block – HIF-2a reporter inhibitors, primary screen, luminescence, 786-0 RCC cells; 786-0 RCC cells HIF-2a reporter, luciferase luminescence, overnight; inhibition, % at 18.8 µM; hit rate 0.72% among 360,000;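 active = inhibition of the luminescence signal of 40% or more relative to plate controls, in a single-dose primary screen at 18.75 µM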
aDG glyco act – activators of alpha-DG glycosylation, primary screen, uHTS, Pro5-aDG cells, AlphaScreen; alpha-DG glycosylation AlphaScreen (IIH6); 0% Pro5, 100% B10-LARGE cell signal; activation, % at 10 µM; hit rate 0.22% among 360,000;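 active = activation of at least 8% versus controls, or a plate z-score of at least 8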;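 note: Pro5 are CHO cells carrying HIG-tagged alpha-DG that lacks glycosylation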
* marks the source's active call; other numbers are inactive results; / = no result given. The list is partial (hit frequency here may not be typical).

Labels used below – A = Shn3 3UTR inh; B = MITF TRPM1 inh; C = NR2E3 ag-1; D = NR2E3 ag-2; E = HIF-2a block; F = aDG glyco act
(1) COC(=O)C[C@H]1C=C[C@H](NC(=O)c2ccccn2)[C@@H](CO)O1
  A = /	B = /	C = /	D = /	E = 3	F = -0.1
(2) COC(=O)C1=CN(c2ccc(N3CCOCC3)cc2)C(N)=C(C#N)C1c1cccc(F)c1 (stereo unspecified)
  A = /	B = /	C = /	D = /	E = 3	F = 0.2
(3) COC(=O)[C@@]12C[C@@H](CC(=O)NCc3ccccc3)C(=O)N(Cc3ccco3)C1=CCC(C)(C)C2
  A = /	B = /	C = /	D = /	E = 6	F = 0.2
(4) COCCN1C(=O)CN(S(C)(=O)=O)CC1(C)C(=O)Nc1ccc2c(c1)OCCO2 (stereo unspecified)
  A = /	B = /	C = /	D = /	E = 7	F = 0.2
(5) COC(=O)C[C@@H]1C=C[C@@H](NC(=O)c2ccc3c(c2)OCO3)[C@@H](CO)O1
  A = /	B = /	C = /	D = /	E = 12	F = 0.0
(6) CC(C)(C)NC(=O)C(CCc1ccccc1)n1c(=O)c(-c2ccccc2)nc2ccccc21 (stereo unspecified)
  A = /	B = /	C = /	D = /	E = 20	F = -0.3
(7) CCOC(=O)[C@]12CCCC=C1N(CCC1=CCCCC1)C(=O)[C@H](CC(=O)NCCC(C)C)C2
  A = /	B = /	C = /	D = /	E = -18	F = 0.1
(8) CCC(C(=O)NC(C)(C)C)n1c(-c2cccc(NC(C)=O)c2)nc2ccccc21 (stereo unspecified)
  A = /	B = /	C = /	D = /	E = -3	F = 3.7
(9) Cc1ccc(N2CCN(C(=O)C(=O)c3ccc(F)c(F)c3)CC2)cc1
  A = /	B = /	C = /	D = /	E = 11	F = 1.3
(10) Cc1ccc(-c2cccc(=O)o2)cc1
  A = /	B = /	C = /	D = /	E = -57	F = -0.1
(11) CC1(C(=O)Nc2ccc3c(c2)OCCO3)CN(S(C)(=O)=O)CC(=O)N1CCc1ccc(O)cc1 (stereo unspecified)
  A = /	B = /	C = /	D = /	E = -8	F = -0.1
(12) CCOC(=O)[C@]12CCCC=C1N(CCc1ccc(OC)c(OC)c1)C(=O)[C@H](CC(=O)N1CCCCC1)C2
  A = /	B = /	C = /	D = /	E = 2	F = 0.1
(13) Cc1ccc(S(=O)(=O)N2[C@H](CC(=O)c3ccc(F)cc3)OC[C@@H]2C)cc1
  A = /	B = /	C = /	D = /	E = 2	F = 0.1
(14) O=C(C(=O)N1CCN(C(=O)OCc2ccccc2)CC1)c1cccs1
  A = /	B = /	C = /	D = /	E = -3	F = 0.1
(15) COC(=O)[C@@]12C[C@@H](CC(=O)NCc3ccc(OC)c(OC)c3)C(=O)N(Cc3ccccc3)C1=CCC(C)(C)C2
  A = /	B = /	C = /	D = /	E = 14	F = 0.3
(16) O=C(NCc1ccccc1)C(C1CC1)n1c(-c2cccs2)nc2ccccc21 (stereo unspecified)
  A = /	B = /	C = /	D = /	E = 13	F = -0.2
(17) O=C(C[C@H]1CC[C@H]2[C@@H](COC[C@H](O)CN2Cc2ccccc2)O1)NCCCN1CCOCC1
  A = /	B = /	C = /	D = /	E = 8	F = 0.1
(18) CN(Cc1ccc(Cl)c(Cl)c1)C(C(=O)NCc1ccccc1)c1ccc(C(F)(F)F)cc1 (stereo unspecified)
  A = /	B = /	C = /	D = /	E = -49	F = 0.4
(19) CCCc1c(Cc2cccc(F)c2)ncn1Cc1cccc(-c2ccccc2)c1
  A = /	B = /	C = /	D = /	E = 2	F = 0.0
(20) CC(=O)C[C@@H]1SC[C@H](c2ccccc2)N1S(=O)(=O)c1ccc(C)cc1
  A = /	B = /	C = /	D = /	E = -8	F = 0.1

Twelve compounds already listed, sorted by molar mass, falling:
Labels used below – A = Shn3 3UTR inh; B = MITF TRPM1 inh; C = NR2E3 ag-1; D = NR2E3 ag-2; E = HIF-2a block; F = aDG glyco act
(12) CCOC(=O)[C@]12CCCC=C1N(CCc1ccc(OC)c(OC)c1)C(=O)[C@H](CC(=O)N1CCCCC1)C2
  A = /	B = /	C = /	D = /	E = 2	F = 0.1
(11) CC1(C(=O)Nc2ccc3c(c2)OCCO3)CN(S(C)(=O)=O)CC(=O)N1CCc1ccc(O)cc1 (stereo unspecified)
  A = /	B = /	C = /	D = /	E = -8	F = -0.1
(18) CN(Cc1ccc(Cl)c(Cl)c1)C(C(=O)NCc1ccccc1)c1ccc(C(F)(F)F)cc1 (stereo unspecified)
  A = /	B = /	C = /	D = /	E = -49	F = 0.4
(17) O=C(C[C@H]1CC[C@H]2[C@@H](COC[C@H](O)CN2Cc2ccccc2)O1)NCCCN1CCOCC1
  A = /	B = /	C = /	D = /	E = 8	F = 0.1
(7) CCOC(=O)[C@]12CCCC=C1N(CCC1=CCCCC1)C(=O)[C@H](CC(=O)NCCC(C)C)C2
  A = /	B = /	C = /	D = /	E = -18	F = 0.1
(6) CC(C)(C)NC(=O)C(CCc1ccccc1)n1c(=O)c(-c2ccccc2)nc2ccccc21 (stereo unspecified)
  A = /	B = /	C = /	D = /	E = 20	F = -0.3
(16) O=C(NCc1ccccc1)C(C1CC1)n1c(-c2cccs2)nc2ccccc21 (stereo unspecified)
  A = /	B = /	C = /	D = /	E = 13	F = -0.2
(13) Cc1ccc(S(=O)(=O)N2[C@H](CC(=O)c3ccc(F)cc3)OC[C@@H]2C)cc1
  A = /	B = /	C = /	D = /	E = 2	F = 0.1
(20) CC(=O)C[C@@H]1SC[C@H](c2ccccc2)N1S(=O)(=O)c1ccc(C)cc1
  A = /	B = /	C = /	D = /	E = -8	F = 0.1
(14) O=C(C(=O)N1CCN(C(=O)OCc2ccccc2)CC1)c1cccs1
  A = /	B = /	C = /	D = /	E = -3	F = 0.1
(9) Cc1ccc(N2CCN(C(=O)C(=O)c3ccc(F)c(F)c3)CC2)cc1
  A = /	B = /	C = /	D = /	E = 11	F = 1.3
(10) Cc1ccc(-c2cccc(=O)o2)cc1
  A = /	B = /	C = /	D = /	E = -57	F = -0.1

New compounds follow:
Labels used below – A = Shn3 3UTR inh; B = MITF TRPM1 inh; C = NR2E3 ag-1; D = NR2E3 ag-2; E = HIF-2a block; F = aDG glyco act
(21) Cc1cnc(C(=O)Nc2c(-c3ccccc3)[nH][nH]c2=O)cn1
  A = /	B = /	C = /	D = /	E = 8	F = 0.9
(22) COc1ccc(CNC(=O)C[C@@H]2CC[C@@H](NS(=O)(=O)c3cccc(OC)c3)[C@@H](CO)O2)cc1
  A = /	B = /	C = /	D = /	E = -12	F = 0.2
(23) COc1ccc(C(C(=O)Nc2c(C)cccc2C)N2CCN(c3ccc(C)cc3)CC2)cc1 (stereo unspecified)
  A = /	B = /	C = /	D = /	E = 0	F = -0.1
(24) COC(=O)C[C@H]1N(S(=O)(=O)c2ccc(C)cc2)C(C(C)C)CC1(C(=O)OC)C(=O)OC (stereo partly specified)
  A = /	B = /	C = /	D = /	E = 1	F = -0.1
(25) CCCCNC(=O)C1C(c2ccccc2)=Nc2ccccc2N1C(=O)c1ccc2c(c1)OCO2 (stereo unspecified)
  A = /	B = /	C = /	D = /	E = -105	F = 0.1
(26) CCCCCCCCN1C(=O)[C@H](CC(=O)NCC23CC4CC(CC(C4)C2)C3)C[C@@]2(C(=O)OCC)CCC=C12
  A = /	B = /	C = /	D = /	E = -3	F = 0.4
(27) COC(=O)C1=CN(c2ccc3c(c2)OCO3)C(N)=C(C#N)C1c1cccc(F)c1 (stereo unspecified)
  A = /	B = /	C = /	D = /	E = -63	F = 0.2
(28) O=C(NCc1ccccc1)C(c1ccccc1)n1c(=O)c(-c2cc3ccccc3[nH]2)nc2ccccc21 (stereo unspecified)
  A = /	B = /	C = /	D = /	E = -20	F = 1.6
(29) O=C(NC1CCCC1)C(C1CC1)n1c(-c2ccncc2)nc2ccccc21 (stereo unspecified)
  A = /	B = /	C = /	D = /	E = 1	F = 0.0
(30) COCCCNC(=O)c1cc(Cc2ccccc2)sc1N
  A = /	B = /	C = /	D = /	E = 3	F = 1.4

Complete entries from above. Order of values: Shn3 3UTR inh | MITF TRPM1 inh | NR2E3 ag-1 | NR2E3 ag-2 | HIF-2a block | aDG glyco act
Shown for O=C(NC1CCCC1)C(C1CC1)n1c(-c2ccncc2)nc2ccccc21 (stereo unspecified) : / | / | / | / | 1 | 0.0
Shown for COc1ccc(C(C(=O)Nc2c(C)cccc2C)N2CCN(c3ccc(C)cc3)CC2)cc1 (stereo unspecified) : / | / | / | / | 0 | -0.1

Some values from the results shown:
cpd 25 in HIF-2a block reads -105
cpd 30 in aDG glyco act reads 1.4

Further structures follow:
Labels used below – A = Shn3 3UTR inh; B = MITF TRPM1 inh; C = NR2E3 ag-1; D = NR2E3 ag-2; E = HIF-2a block; F = aDG glyco act
(31) C=CCn1c(C(C)n2c(-c3cnccn3)nc3ccccc32)nc2ccccc21 (stereo unspecified)
  A = /	B = /	C = /	D = /	E = 7	F = -0.2
(32) COC(=O)[C@@]12C[C@@H](CC(=O)NCCCN3CCCC3=O)C(=O)N(Cc3ccc4c(c3)OCO4)C1=CCC(C)(C)C2
  A = /	B = /	C = /	D = /	E = -1	F = 0.1
(33) Cc1cc(C)c2cc(C#N)c(NCCNC(=O)c3cccnc3)nc2c1
  A = /	B = /	C = /	D = /	E = -22	F = 0.1
(34) COC(=O)[C@@]12C[C@@H](CC(=O)N3CCCC3)C(=O)N(Cc3cccc4ccccc34)C1=CCC(C)(C)C2
  A = /	B = /	C = /	D = /	E = 4	F = -0.1
(35) COc1ccc(NC(=O)C(c2ccccc2)n2c(=O)c(-c3cc4ccccc4[nH]3)nc3ccccc32)cc1 (stereo unspecified)
  A = /	B = /	C = /	D = /	E = -100	F = 1.0
(36) COc1ccc(NC(=O)C(C2CC2)n2c(=O)c(-c3ccco3)nc3ccccc32)cc1 (stereo unspecified)
  A = /	B = /	C = /	D = /	E = 9	F = -0.1
(37) CC(C)c1cc(Cn2c3ccccc3c(=O)n2C(C)Cn2cc(C3=CCCCC3)nn2)on1 (stereo unspecified)
  A = /	B = /	C = /	D = /	E = 19	F = 0.1
(38) COC(=O)[C@@]12C[C@@H](CC(=O)NCCc3ccccc3OC)C(=O)N(Cc3cccc4ccccc34)C1=CCC(C)(C)C2
  A = /	B = /	C = /	D = /	E = -10	F = 0.1
(39) COc1ccc(CN2C(=O)CSCC2(C)C(=O)NCc2ccccc2)cc1OC (stereo unspecified)
  A = /	B = /	C = /	D = /	E = 16	F = -0.3
(40) Cc1cccc(C)c1NC(=O)C(C)n1c(-c2ccc(=O)[nH]c2)nc2ccccc21 (stereo unspecified)
  A = /	B = /	C = /	D = /	E = -41	F = 0.4
(41) CC1(C(=O)Nc2ccc3c(c2)OCCO3)CSCC(=O)N1CCCN1CCOCC1 (stereo unspecified)
  A = /	B = /	C = /	D = /	E = -4	F = 0.0
(42) CC(C)NC(=O)C1(C)CSCC(=O)N1C1CC1 (stereo unspecified)
  A = /	B = /	C = /	D = /	E = 1	F = -0.2
(43) CC[N+](CC)(CCO)CCCN1C(=O)C2CC=C(Cl)CC2C1=O (stereo unspecified)
  A = -3	B = -1	C = 4	D = -28	E = /	F = /
(44) c1ccc(CN2C3=NCCCN3c3ccccc32)cc1
  A = -2	B = 8	C = -1	D = -20	E = /	F = /
(45) NS(=O)(=O)c1ccc(NC(=O)N2c3ccccc3Sc3ccccc32)cc1
  A = -10	B = 0	C = -2	D = 12	E = /	F = /
(46) CCOC(=O)c1cnn(-c2nc(-c3ccccc3)cs2)c1C(F)(F)F
  A = -7	B = -13	C = 1	D = -35	E = /	F = /
(47) CCO[C@@H]1OC(C(=O)N2CCN(Cc3ccccc3)CC2)=C[C@H](c2coc3ccccc3c2=O)[C@H]1CCCO
  A = 0	B = 3	C = 0	D = -2	E = /	F = /
(48) CCOc1ccccc1N1CC(C(=O)N2CCc3ccccc3C2)CC1=O (stereo unspecified)
  A = 4	B = 6	C = 0	D = -6	E = /	F = /
(49) COc1ccccc1-c1noc(-c2ccco2)n1
  A = -61	B = -80	C = 3	D = -160	E = /	F = /
